# Screens: PubChem, Emory University Molecular Libraries Screening Center
# 14-3-3 PPI: alters human 14-3-3 gamma binding to Raf peptide | 160,000 tested, 0.19% active | inhibition, % at 40 µM | FP, 14-3-3gamma / TMR-pS259-Raf peptide binding; in the data active = inhibition above about 30%;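 note: 0% = protein plus tracer without compound and 100% = blank with tracer alone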
# Target sequence (P61981 whole entry, looked up): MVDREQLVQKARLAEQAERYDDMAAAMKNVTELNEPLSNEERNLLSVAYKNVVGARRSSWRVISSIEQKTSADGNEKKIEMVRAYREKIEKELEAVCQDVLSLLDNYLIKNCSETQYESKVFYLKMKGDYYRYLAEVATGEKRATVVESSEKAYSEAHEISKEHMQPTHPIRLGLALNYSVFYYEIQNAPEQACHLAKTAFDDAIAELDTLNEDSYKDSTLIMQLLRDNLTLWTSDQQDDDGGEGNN
# * hit, by the source's call; & = joins results of further samples. An excerpt. The share of hits here may be higher or lower than overall.
SMILES,14-3-3 PPI
CC(C)NC(=O)CC1Nc2c3ccccc3nc(=S)n2C1=O (configuration not stated),-9.8
CC(=O)c1ccc(NC(=O)c2cc([N+](=O)[O-])ccc2C(=O)O)cc1,2.7
CCOC(=O)c1ccc(CN(Cc2ccccc2C)S(=O)(=O)c2cccc(C(F)(F)F)c2)cc1,-5.4
CCC(C)(C)C1CCC2(CC1)NC(=S)N(CCC(C)C)N2 (configuration not stated),-4.6
CC(=O)N1CN(Cc2ccccn2)Cc2c1sc1c2CCCC1,0.3
CN=C1c2c(-c3ccccc3)c3cc(OC)ccc3n2CCN1C,-5.9
COC(=O)C(Cc1c[nH]c2ccccc12)NC1OC(=O)c2c1ccc(OC)c2OC (configuration not stated),-1.6
O=S(=O)(Nc1nc2ccccc2nc1NCCc1ccccc1)c1ccc(Cl)cc1,0.5
CSc1ccc(C2Nc3ccccc3NC3=C2C(=O)CC(C)(C)C3)cc1 (configuration not stated),5.5
Cc1nnc(NC(=O)c2ccc(Br)o2)s1,1.0
CCOc1ccc(NC(=O)CCN2CCCCC2)cc1,3.0
O=C(Nc1cccc2ccccc12)c1cnccn1,-6.3
COc1ccc(C(=O)N=c2sc3cc(Cl)ccc3n2C)cc1OC,1.8
C=C(C)Cn1c(CCNC(=O)c2ccccc2)nc2ccccc21,-6.2
CC12CN3CCN(CC(C3)C1(O)CN1CCCCC1)C2 (configuration not stated),6.2
CCCCn1c(SCC(=O)Nc2ccc(OC)cc2)nc2ccc(N3CCOCC3)cc2c1=O,-7.9
CC1(C)CC(=O)C2=C(C1)N(c1cccc(O)c1)C(=O)CC2c1ccccc1 (configuration not stated),-6.4
C=C(C)C1CCC(C)=C1COC(=O)Nc1ccccc1 (configuration not stated),-0.6
CCOC(=O)c1cc(NC(=O)C2CCCO2)cc(C(=O)OCC)c1 (configuration not stated),0.0
Cc1ccc(C(=O)Nc2ccc(-c3nc4ncccc4o3)cc2)cc1C,-7.3
CC(O)c1n(C)c(Cl)c[n+]1C (configuration not stated),1.4
CCCCc1c(O)nc(SCCN(C)C)n(-c2ccccc2)c1=O,8.8
COc1ccccc1S(=O)(=O)Cc1ccc(C(=O)NCc2cccs2)o1,-11.6
O=S(=O)(Nc1ccc(Br)c2cccnc12)c1cccc2cccnc12,3.6
O=S(=O)(c1ccc(-c2csc(Nc3ccc(Cl)cc3)n2)cc1)N1CCCC1,-11.3
CCCNC(=O)NC(=O)CN1C(=O)NC(C)(c2ccc(C)cc2)C1=O (configuration not stated),-5.7
CN1CCCC(OC(=O)CCCC(=O)OC2CCCN(C)C2)C1 (configuration not stated),-11.2
COc1ccc(S(=O)(=O)N(CC(=O)NCc2ccc(C)cc2)c2ccc(Cl)cc2)cc1,7.8
CC(=O)N1CCc2cc(S(=O)(=O)CCC(=O)Nc3c(C)n(C)n(-c4ccccc4)c3=O)ccc21,-1.2&-5.8
O=C(c1cccc(C(F)(F)F)c1)N1CCN=C1SCc1cccnc1,4.5
CC1=C(C(=O)OCC2CCCO2)C(c2cccc(Br)c2)NC(=O)N1 (configuration not stated),-5.1
O=S(=O)(c1ccc(Sc2ccc(S(=O)(=O)N3CCCC3)cc2)cc1)N1CCCC1,-14.9
Cc1c(C(=O)Nc2cccc([N+](=O)[O-])c2)sc2ncn(C)c(=O)c12,3.6
CC(=O)Oc1ccccc1C=Cc1nc2ccccc2c(=O)o1,-83.0
Nc1ccc(S(=O)(=O)Nc2ccc(S(N)(=O)=O)cc2)cc1,-3.4
CN(C)c1ncnc2c1[nH]c1ccc(F)cc12,-3.3
Cc1ccc(C(=O)Nc2ccc(NC(=O)c3ccccc3)cc2)cc1S(=O)(=O)N1CCCCC1,-10.6
COc1ccc(Nc2nc3c(c(=O)n(C)c(=O)n3C)n2CCO)cc1,-16.8
COc1ccc(OC)c(NC(=O)Nc2nnc(N3CCC(C)CC3)s2)c1,-5.0
CCC1=NC(c2ccc(OC)cc2OC)N(O)C1(C)C (configuration not stated),-8.0
Cn1c(SCC(=O)c2ccccc2F)nnc1C1CC1,-3.4
COc1ccc(NC(=O)c2sc(=S)n3c2[nH]c(=O)c2sccc23)cc1OC,-250.6
O=C(NCc1cccs1)c1cccc(S(=O)(=O)N2CCCCC2)c1,-7.4
CC(=NC1CCN(Cc2ccccc2)CC1)c1c(O)[nH]c(=O)[nH]c1=O,1.4
CCOC(=O)C(=O)C(C#N)c1ccccc1 (configuration not stated),-6.8
COc1ccc(-n2c(C)nc3c(cnn3-c3ccccc3)c2=O)cc1,3.0
CCCCNC(=O)Nc1c(C)cc(C)nc1Cl,3.5
CCc1cc2c(=O)n(N)c(CCC(=O)O)nc2s1,-3.7
CC1=C(C(=O)N2CCOCC2)C(c2ccc(F)cc2)C2=C(CCCC2=O)N1 (configuration not stated),1.9
Cc1ccc2ncnc(Nc3ccccc3)c2c1,-4.8
CCC(=O)N1c2ccc(S(=O)(=O)N3CCCCC3)cc2CC1C (configuration not stated),4.2
CC(C)CC(=O)N1CCN(C2CCN(Cc3ccccc3)CC2)CC1,-4.8
CSc1nc(N)nn1-c1ccccc1,5.0
Cc1cc(C)n(-c2nnc(C)c(=O)[nH]2)n1,-5.2
COc1nc2ccc(C)cc2cc1-c1noc(-c2cccnc2)n1,-8.3
CC1(C)OC(=O)N(CCC#N)C1(C)O (configuration not stated),-8.0
Cc1ccc(S(=O)(=O)N(C)c2ccc(NS(C)(=O)=O)cc2)cc1,4.8
COc1ccc(N=Cc2cc(Cl)ccc2O)cc1Cl,-11.1
CCCOc1ccc(C2NC(=O)NC(C)=C2C(=O)OCc2ccc3c(c2)OCO3)cc1 (configuration not stated),-4.9
CC1CCC(C(=O)NC(Cc2c[nH]c3ccccc23)C(=O)NC2CCCCC2C)CC1 (configuration not stated),7.1

# A different layout for part of the listing above:
Molecule	14-3-3 PPI
CC1(C)OC(=O)N(CCC#N)C1(C)O (configuration not stated)	-8.0
COc1nc2ccc(C)cc2cc1-c1noc(-c2cccnc2)n1	-8.3
Cc1cc(C)n(-c2nnc(C)c(=O)[nH]2)n1	-5.2

# Following part
SMILES,14-3-3 PPI
Cn1c(=O)c2c(SCC(=O)c3ccccc3)nc(C3CC3)nc2n(C)c1=O,0.1
CCOC(=O)c1ccc(NCc2ccccc2)c([N+](=O)[O-])c1,-14.1
CCCC(C)NS(=O)(=O)c1ccc(NC(C)=O)cc1 (configuration not stated),-3.9
O=C(Nc1ccccc1C(=O)NC(Cc1c[nH]c2ccccc12)C(=O)O)c1ccco1 (configuration not stated),-4.7
Cc1c(NC(=O)C2CCCN2S(=O)(=O)c2ccccc2)c(=O)n(-c2ccccc2)n1C (configuration not stated),-3.7
CC1CCCCN1CC(=O)Nc1sc2c(c1C#N)CCC2 (configuration not stated),-6.3
COc1ccc(Cl)cc1NC(=O)c1ccccc1Br,-12.7
Cc1ccc(C(=O)/C=C\Nc2ccc(C(=O)O)cc2)cc1,-9.6
COC(=O)c1ccc(NC(=O)c2ccc(OC)cc2OC)cc1,-9.6
CS(=O)(=O)N1CCC(C(=O)Nc2cccc(Cl)c2)CC1,-6.7
O=C(N1CCCCC1)C12CC3CC(C1)CC(c1ccc([N+](=O)[O-])cc1)(C3)C2,-5.4
O=C(COc1ccc(Cl)cc1)Nc1ccccc1C(=O)NCc1ccco1,-8.9
CCCOc1ccc(C2c3c(oc4cc(C)c(C)cc4c3=O)C(=O)N2CCCN(C)C)cc1OCC (configuration not stated),-1.8
CCc1ccc(NS(=O)(=O)c2ccc3[nH]cc(C(=O)NCCc4ccc(C)cc4)c(=O)c3c2)cc1,-9.5
COc1ccc(Cl)cc1NC(=O)CN1CCC(n2nnc3cc(C)ccc32)CC1,-6.2
COc1cc(OC)c(NC(=O)C(=O)CC(=O)c2ccc(C)cc2C)cc1Cl,3.4
O=[N+]([O-])c1c(NCCCO)cc(N2CCOCC2)c2nonc12,-0.7
CC(C)C(C(=O)Nc1ccc2c(c1)OCO2)N1C(=O)c2ccccc2C1=O (configuration not stated),-0.3
C=CCn1c(SCC(=O)Nc2nc(C)cs2)nnc1C(CO)NC(=O)c1ccccc1 (configuration not stated),-1.3
COc1ccc(-n2nc(C(=O)N3CC(C)CC(C)C3)c3ccccc3c2=O)cc1 (configuration not stated),3.3
COc1cccc(-c2nn(C)c3sc(C(=O)Nc4cccc(C(F)(F)F)c4)cc23)c1,-5.0
c1ccc(Cn2c(-c3ccco3)nc3nc4ccccc4nc32)cc1,-49.0
CCCc1cc(=O)oc2cc(O)ccc12,2.3
CC(=O)Nc1ccc2c(c1)C(=O)N(c1ccccc1C)C2=O,-4.4
COc1ccc(OC)c(CNC(=O)C2c3ccccc3C(=O)N3CCc4cc(OC)c(OC)cc4C23)c1 (configuration not stated),-5.0
c1ccc(Oc2ccc(N3COc4cc5c(cc4C3)OCO5)cc2)cc1,0.0
CCOc1ccc(-c2nnc(Nc3ccc(OC)cc3)c3ccccc23)cc1,-1.2
COc1ccc(C2CC(c3cccc(Br)c3)Nc3ncnn32)cc1OC (configuration not stated),1.3
O=C1c2ccccc2-c2c1cccc2C(=O)N(CCO)CCO,0.0
N#Cc1nc(N)nc(N(c2ccccc2)c2ccccc2)n1,-2.0
O=C(OCCN1CCN(C2=NS(=O)(=O)c3ccccc32)CC1)c1cccc(Br)c1,-1.0
CC(CN1CCOCC1)OC(=O)c1ccc(Br)cc1 (configuration not stated),-6.6
CC(=O)Nc1cccc(NS(=O)(=O)c2cccc3nsnc23)c1,-3.5&1.4
CC(=O)N1CCc2[nH]c3ccc(C)cc3c2C1,-5.2
Cc1nnc(C)c2c(C)n(C(C)c3ccccc3)c(C)c12 (configuration not stated),-20.9
CS(=O)(=O)N(CC(=O)N1CCCCC1)c1ccc2c(c1)OCO2,-3.2
COc1ccc(NC(=O)c2cc3nc(-c4ccc(F)cc4)cc(C(F)(F)F)n3n2)cc1OC,-8.3
O=C(O)CSc1ncnc2sc3c(c12)CCCC3,-42.9
Cc1ccc(S(=O)(=O)N2CCN(C(=O)C3CCCCC3)CC2)cc1,-1.6
NC(=O)C1CCN(C(=O)c2ccc3c(=O)n(Cc4ccc5c(c4)OCO5)c(=S)[nH]c3c2)CC1,3.0
Cc1ccc(C(=O)c2ccc(O)cc2)cc1C,2.8
CCN(CC)CCNC(=O)Cn1ccc2ccccc2c1=O,0.1
CSCC[C@H](NC(=O)NCc1ccc(F)cc1)C(=O)O,-0.9
Cc1ccc(S(=O)(=O)N2CCN(c3nc(C(C)C)c4c(c3C#N)CC(C)(C)OC4)CC2)cc1,-19.3
Cc1ccc([N+](=O)[O-])cc1S(=O)(=O)Nc1ccc2oc3c(c2c1)CCCC3,5.5

# Three entries from above, with values ahead of the structure:
14-3-3 PPI	SMILES
-6.6	CC(CN1CCOCC1)OC(=O)c1ccc(Br)cc1 (configuration not stated)
-1.0	O=C(OCCN1CCN(C2=NS(=O)(=O)c3ccccc32)CC1)c1cccc(Br)c1
-8.3	COc1ccc(NC(=O)c2cc3nc(-c4ccc(F)cc4)cc(C(F)(F)F)n3n2)cc1OC

# (further entries)
SMILES,14-3-3 PPI
O=C(c1ccc2nc3sc4c(c3c(=O)n2c1)CCCC4)N1CCN(c2cccc(Cl)c2)CC1,-25.5
CCn1c(-c2ccccc2)csc1=Nc1ccc(C)c(C)c1,-4.6
Cc1ccc(CSCc2ccc(C(=O)N3CCOCC3)o2)cc1,5.2
CC(C)(C)c1ccc(C(=O)NCCC(=O)NCc2ccco2)cc1,-1.8&-5.8
Cc1sc2c(c1C)C(=O)NC1(N2)C(=O)N(Cc2ccccc2F)c2ccccc21 (configuration not stated),-170.2
O=C(Nc1ccc(S(=O)(=O)N2CCCCC2c2cccnc2)cc1)c1ccc2ccccc2c1 (configuration not stated),-9.2
Cc1nc2ncnn2c(C)c1CCC(=O)NCc1ccccc1,1.2
O=S(=O)(c1ccsc1)c1cccs1,-5.6
CCC(=O)NCc1cc(-c2nn(C)c(=O)c3ccccc23)ccc1C,3.5
O=C(CSc1nnc(-c2ccco2)c(-c2ccco2)n1)Nc1cccc(Br)c1,-23.7
O=C(CN1CCN(Cc2ccccc2)C1=O)NCc1ccccc1Cl,-8.7
Cc1ccc(SCc2cc(=O)[nH]c(Nc3nc4ccccc4o3)n2)cc1,-1.9
Cc1cc(OC(=O)N2CCOCC2)cc(C)c1Cl,0.0
CCOC(=O)C1CCN(C(=O)c2ccc(SC)cc2OC)CC1,-10.3
Cc1ccc2[nH]c3nc4ccccc4nc3c2c1,-0.7
CCOC(=O)c1c(-c2ccccc2)oc2ccc(NS(=O)(=O)c3cccc([N+](=O)[O-])c3)cc12,-14.2
O=C(Nc1nnc(CCS(=O)(=O)c2ccc(Cl)cc2)s1)c1ccc(Br)cc1,-10.0
COc1ccc(-n2nc(C(=O)N3CCN(c4ccccc4OC)CC3)c3c4ccccc4n(C)c3c2=O)cc1,-1.0
O=C(Nc1cc(C(=O)N2CCN(c3ccc(F)cc3)CC2)ccc1N1CC2CC(C1)c1cccc(=O)n1C2)c1cc2ccccc2oc1=O (configuration not stated),-4.6
O=C(O)c1ccc(Cl)c(S(=O)(=O)NCc2ccco2)c1,8.0
CCN(CC)CCCN1C(=O)C(=O)/C(=C(/O)c2ccc(Cl)cc2)C1c1ccccn1 (configuration not stated),-10.3
Cc1ccc(NC(=O)C2C3C=CC4(O3)C2C(=O)N(C2CCCCCCC2)C4C(=O)NC2CCCCC2)cc1 (configuration not stated),-6.3
COc1ccc(OC)c(NS(=O)(=O)c2ccc3nc(-c4ccccc4)[nH]c3c2)c1,-5.0
C=CCN(C(=O)CSc1nc2[nH]ncc2c(=O)n1-c1ccccc1OC)c1ccccc1,-7.2&-1.5
CCc1ccc(NC(=O)c2ccc(F)c(S(=O)(=O)NC3CCCCCC3)c2)cc1,-9.5
Cc1ccc(S(=O)(=O)N2C=Cc3ccccc3C2c2c[nH]c3ccccc23)c(C)c1 (configuration not stated),-9.2

# Arranged by count of non-hydrogen atoms (rising): five of the compounds above
SMILES,14-3-3 PPI
O=C(Nc1nnc(CCS(=O)(=O)c2ccc(Cl)cc2)s1)c1ccc(Br)cc1,-10.0
COc1ccc(OC)c(NS(=O)(=O)c2ccc3nc(-c4ccccc4)[nH]c3c2)c1,-5.0
Cc1ccc(S(=O)(=O)N2C=Cc3ccccc3C2c2c[nH]c3ccccc23)c(C)c1 (configuration not stated),-9.2
C=CCN(C(=O)CSc1nc2[nH]ncc2c(=O)n1-c1ccccc1OC)c1ccccc1,-7.2&-1.5
O=C(Nc1cc(C(=O)N2CCN(c3ccc(F)cc3)CC2)ccc1N1CC2CC(C1)c1cccc(=O)n1C2)c1cc2ccccc2oc1=O (configuration not stated),-4.6
